Tau ThT inhib – tau fibrillization inhibition (ThT binding) | 2.1% of 270,000 active | Potency, µM (highest dose often 57.4 µM), for inactives: at the top dose activity, negative = inhibition, actives largely listed as inhibitors | recombinant tau K18 P301L, heparin-induced fibrillization, ThT fluorescence | AID 1460 | P10636; also: % is scaled to controls: 0 for no effect and ±100 for the full control effect; nearly all actives have a fitted effect of over 55% in size
Target sequence (P10636 561-689 P618L limits assumed): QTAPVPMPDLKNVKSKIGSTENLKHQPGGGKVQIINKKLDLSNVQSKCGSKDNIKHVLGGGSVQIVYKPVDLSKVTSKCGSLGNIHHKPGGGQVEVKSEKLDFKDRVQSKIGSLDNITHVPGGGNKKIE
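Heparin-induced (20 uM) aggregation of recombinant human K18 P301L tau, 15 uM unlabeled with 0.24 uM labeled, pH 7 acetate buffer, 6 hr at 37 C with compound. Fibrils quantified by 30 uM ThT fluorescence after 1 hr ambient incubation.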
Tau fluor cs – counter-screen for tau fibril formation inhibitors. tau K18 P301L Alexa594 fluorescence, heparin fibrillization. Potency, µM (top dose mostly 57.7 µM), for inactives: at the highest dose activity change, negative = decrease. 0.93% of 280,000 active; also: % is scaled to controls: 0 for no effect and ±100 for the full control effect; nearly all actives have a fitted effect of over 55% in size
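Human tau K18 P301L (15 uM unlabeled, 0.24 uM Alexa 594-labeled) in 100 mM sodium acetate pH 7 with 20 uM heparin, 6 hr at 37 C. ThT 30 uM added, 1 hr ambient; Alexa 594 FP and total fluorescence read at 555/632 nm.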
TRb-SRC2 inh – TRbeta-SRC2 interaction inhibition. TRbeta-SRC2 peptide binding, fluorescence polarization; receptor liganded with 1 µM T3. Potency, µM (series often up to 106 µM), without a hit: top-dose activity change, negative = inhibition, actives largely listed as inhibitors. P10828. 0.065% of 280,000 active;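 also: plate controls were bound peptide for no effect and peptide without receptor for full effect; nearly all actives have a fitted effect of over 50% in size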
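Each compound concentration gave % activity, normalized to unbound and bound Texas Red SRC2 controls, from polarization read after 5 hr ambient incubation with T3-loaded human TRb LBD.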
HTT ATP protect – protects HTT-Q103 PC12 cells, measured by ATP. Potency, µM (doses to about 56.4 µM), for the others: cytoprotection (ATP increase), actives largely listed as activators. PC12 HTT-Q103 induced, cytoprotection, ATP luminescence, 40 h. 0.14% of 230,000 active. AID 1471;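 also: % of control where 0% means no effect; nearly all actives have a fitted effect of over 45% in size; toxic huntingtin expression switched on by the ecdysone agonist tebufenozide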
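Quantitative HTS on tebufenozide-induced (100 nM) PC12 cells expressing HTTQ103 exon 1–GFP; compounds tested as a concentration series; survival measured via cellular ATP.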
L3MBTL1 inh – L3MBTL1 (human) inhibition; AlphaScreen L3MBTL1–H3K9me1 peptide binding; Potency, µM (titrated, usually from 57.1 µM), inactives show top-dose activity, negative = inhibition, usual class: inhibitors; 0.66% of 230,000 active; also: % is scaled to controls: 0 for no effect and ±100 for the full control effect; nearly all actives have a fitted effect of over 60% in size
Target sequence (Q9Y468 whole entry, looked up): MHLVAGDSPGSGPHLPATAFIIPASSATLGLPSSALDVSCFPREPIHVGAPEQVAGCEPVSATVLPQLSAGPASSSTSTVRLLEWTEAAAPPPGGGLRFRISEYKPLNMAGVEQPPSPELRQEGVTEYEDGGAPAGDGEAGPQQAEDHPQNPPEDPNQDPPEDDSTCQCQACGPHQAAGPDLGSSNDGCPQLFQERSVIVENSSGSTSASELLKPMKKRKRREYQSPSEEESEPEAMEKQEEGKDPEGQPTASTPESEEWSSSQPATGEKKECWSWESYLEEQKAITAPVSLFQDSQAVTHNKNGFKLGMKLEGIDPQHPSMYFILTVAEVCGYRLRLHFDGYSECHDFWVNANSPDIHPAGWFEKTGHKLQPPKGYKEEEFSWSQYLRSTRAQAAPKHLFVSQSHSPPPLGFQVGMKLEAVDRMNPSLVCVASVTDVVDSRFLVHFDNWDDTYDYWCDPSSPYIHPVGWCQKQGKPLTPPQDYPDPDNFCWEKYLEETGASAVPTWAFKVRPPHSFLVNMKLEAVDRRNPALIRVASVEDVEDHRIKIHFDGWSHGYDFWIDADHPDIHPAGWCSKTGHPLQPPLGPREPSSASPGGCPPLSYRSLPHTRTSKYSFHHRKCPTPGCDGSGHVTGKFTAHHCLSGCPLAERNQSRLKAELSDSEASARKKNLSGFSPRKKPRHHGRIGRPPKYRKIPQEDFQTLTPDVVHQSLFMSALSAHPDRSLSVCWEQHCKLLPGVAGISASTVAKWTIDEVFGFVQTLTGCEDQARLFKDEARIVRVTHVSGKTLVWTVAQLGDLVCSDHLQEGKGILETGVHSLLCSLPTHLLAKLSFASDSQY
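AlphaScreen assay: L3MBTL1 (50 nM final) was preincubated 30 min at room temperature with biotinylated H3(1-15)K9me1 peptide (75 nM final), then 30 min with library compounds; streptavidin donor and nickel chelate acceptor beads (10 ug/mL final) added, 30 min dark.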
Tau fibril FP – blocks human tau fibril formation measured by polarization; P10636; K18 P301L tau heparin fibrillization, Alexa594 FP, 6 h; Potency, µM (highest dose often 57.7 µM), for inactives: at the highest dose activity, negative = inhibition, hits mostly inhibitors; 0.39% of 280,000 active; also: % is scaled to controls: 0 for no effect and ±100 for the full control effect; nearly all actives have a fitted effect of over 55% in size
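Quantitative HTS format: compounds meet 15 uM recombinant K18 P301L tau and Alexa 594-tau tracer in 100 mM sodium acetate pH 7; 20 uM heparin triggers fibrillization at 37 C over 6 hr; FP gives the signal.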
RECQ1 helicase – blocks DNA unwinding by human RECQ1; RECQ1 DNA unwinding, red fluorescence kinetic read; Potency, µM (top dose mostly 57.3 µM), without a hit: at the top dose activity, negative = inhibition, actives largely listed as inhibitors; 0.54% of 240,000 active; AID 2549;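 also: plate controls were vehicle for no effect and no enzyme for full effect; nearly all actives have a fitted effect of over 30% in size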
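50 nM RECQ1T1 preincubated 15 min with compound in Tris pH 8.0 buffer with MgCl2, DTT, Tween-20 and 2.5 ug/ml poly(dI-dC); started with 200 nM TAMRA/BHQ-2 forked duplex and 2 mM ATP. Unwinding read as fluorescence (525/598 nm), two reads 2 h apart.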
TexasRed fluor – alters Texas Red total fluorescence, flagging assay interference | AID 1479 | Potency, µM (doses to about 106 µM), without a hit: top-dose fluorescence change, negative = quenching | 0.29% of 280,000 active | TRb/SRC2 Texas Red total fluorescence interference; active = well fitted curve in either direction with a large enough effect; inconclusive = small, poorly fitted or top-dose-only effect; also: % is scaled to controls: 0 for no effect and ±100 for the full control effect
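Flags fluorescent or light-absorbing compounds by total fluorescence, S + 2P, at 555 nm excitation and 632 nm emission. Mixture: 20 nM Texas Red SRC2 peptide, 0.6 uM human TRb LBD, 1 uM T3, 5% DMSO; compound exposure 5 h at ambient temperature.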
Active calls of the source: *; i = inactive; ? = inconclusive; / = no result given; [ ] = another dose, or the depositor's remark. Unless noted, calls follow the shape of the dose curve; as a rule, active = well fitted curve in the direction sought with a large enough effect; inconclusive = small, poorly fitted or top-dose-only effect, or another doubt; inactive = no such curve, though single readings can be large; an effect the other way counts as inactive or inconclusive. Potency is read from the fitted curve at half-maximal effect.

Values in the order: Tau ThT inhib | Tau fluor cs | TRb-SRC2 inh | HTT ATP protect | L3MBTL1 inh | Tau fibril FP | RECQ1 helicase | TexasRed fluor
COc1ccc(/C=C/C(=O)NCc2ccccn2)cc1
    -0.2% | 12.2% | 4.5% | -35.7%[0.074 µM] | -5.1% | 8.0% | -42.0% | -1.3%
O=C(c1ccc(COc2ccccc2Br)cc1)N1CCCCC1
    ? | -11.8% | -20.4% | -15.4% | / | 1.4% | -0.9% | 2.1%
Cc1ccc(OC(=O)c2ccc(S(=O)(=O)N(C)C)cc2)c(-n2nc3ccccc3n2)c1
    -14.4% | ? | -23.6% | -41.7%[inhibitor] | 5.1% | ? | -23.8% | 0.9%
Cc1ccc(NC(=O)CC2SC(=O)NC2=O)cc1 (centres undefined)
    ? | -9.4% | 9.5% | / | 3.5% | ? | 7.1% | -0.5%
Cc1[nH]c2ccccc2c1SCC(=O)N1CCOCC1
    -2.0% | -5.3% | -1.6% | -8.6% | -95.8% | 8.1% | -9.9% | -0.3%
O=C(O)C1CCCCC1C(=O)NC1CCCCC1 (centres undefined)
    1.1% | 5.5% | -7.8% | 40.9% | -1.9% | 8.0% | -13.3% | -2.8%
Cc1onc(-c2c(F)cccc2Cl)c1C(=O)OCc1cnc(Cl)s1
    -1.3% | -8.9% | 1.0% | -14.8% | 26.1% | 2.2% | i | 1.5%
COCCSc1ccccc1C(=O)N1CCCC1
    1.4% | 0.1% | -18.4% | -11.1% | / | -6.1% | i | 4.2%
NC(=O)C(CC(=O)O)NC(=O)[C@@H]1CCOc2c(I)cc([N+](=O)[O-])cc2C(=O)N[C@@H](CCC(=O)O)C(=O)N[C@@H](CO)C(=O)N1 (some centres undefined)
    -6.6% | -6.0% | 1.7% | / | -5.9% | 2.5% | 1.9% | -0.3%
Cc1cc(CNC(=O)[C@@H]2C[C@H]2[C@@H](NP(=O)(c2ccccc2)c2ccccc2)c2ccccc2)nn1C
    15.0% | 3.4% | 9.9% | -52.1%[inhibitor] | / | 2.5% | 9.3% | 2.0%
Cc1ccc(NC(=O)Cn2cccc2)c(Br)c1
    -6.2% | -5.1% | -6.6% | -2.9% | -6.7% | 1.4% | -1.5% | -0.2%
CCc1nnc(NC(=O)CSc2nnc(CSc3nc(C)cc(C)n3)n2C)s1
    -3.2% | 1.1% | -1.0% | -5.2% | 4.0% | -0.8% | 1.4% | 1.6%
FC(F)(F)c1cccc(OCC2CNC(=S)O2)c1 (centres undefined)
    -2.5% | -12.2% | -4.0% | 16.2%[10 µM] | / | -3.0% | -13.6% | 2.1%
COc1cc(OC)c(Cl)cc1N
    -12.5% | -10.5% | -2.4% | -3.0% | 2.1% | 1.9% | i | 0.2%
Cc1ccccc1SCCNC(=O)c1ccccc1Br
    ? | -23.0% | -2.2% | -53.9%[inhibitor] | 4.6% | 2.2% | -13.6% | -1.5%
CCOc1ccc(N2C(=O)CC(Sc3nccc(C)n3)C2=O)cc1 (centres undefined)
    -10.5% | 2.6% | -0.8% | -6.2%[0.074 µM] | 4.5% | -2.1% | -11.4% | 0.4%
CC1CN(C(=O)c2ccc(COc3ccc4ccccc4c3)o2)CC(C)O1 (centres undefined)
    ? | -21.8% | 3.9%[53 µM] | -4.3%[10 µM] | -4.6% | ? | 6.2% | 0.8%[53 µM]
CCOC(=O)C1CCN(C(c2ccc(SC)cc2)c2c(O)cc(C)n(Cc3ccco3)c2=O)CC1 (centres undefined)
    ? | -13.5% | 5.9% | / | / | ? | / | 0.2%
COc1ccccc1Nc1nc(N)nc(CN2CCC(Cc3ccccc3)CC2)n1
    -10.1% | -11.3% | 17.5% | -11.8%[10 µM] | -8.6% | 2.3% | -6.8% | 0.3%
CCSC1=NC2(CCCCC2)Nc2sc3c(c21)CCCC3
    28.2µM* | ? | 2.6% | -29.8% | / | ? | -3.9% | -4.9%
CC(=O)c1cccc(NC(=S)N2CCC(Cc3ccccc3)CC2)c1
    -13.0% | -23.2% | -2.4% | 0.4% | -4.2%[11.4 µM] | -10.3% | i | -1.5%
CCO[C@@H]1OC(C(=O)O)=C[C@H](c2csc3ccccc23)[C@H]1CCCO
    8.4% | 5.6% | -2.9% | -0.6%[10 µM] | 3.9% | -2.4% | -9.8% | -0.4%
CCOC(=O)C1(Cc2cccc(Cl)c2)CCCN(C(=O)c2cccnc2)C1 (centres undefined)
    -1.7% | -4.3% | -2.2% | 43.0%[10 µM] | 6.5% | -2.4% | i | -3.4%
N#CCC(=N)N1CCN(c2ccccc2Cl)CC1
    -15.7% | -16.7% | -4.0% | 8.8%[10 µM] | -12.0% | -7.0% | -2.0% | -5.6%
CCn1c(SCC(=O)Nc2ccc3c(c2)oc2ccccc23)nnc1-c1ccc(N)cc1
    ? | ? | 2.5% | -18.5% | / | -6.6% | -1.6% | -6.9%
O=C(CN1CCC(C(=O)c2ccc(F)cc2)CC1)Nc1ccc(F)cc1
    -6.2% | -8.3% | 11.4% | -4.0%[10 µM] | 0.8% | 3.6% | -4.5% | -1.7%
CCC1(C)Cc2ccccc2-c2nc3n(c(=O)c21)CC(C(=O)O)S3 (centres undefined)
    -2.1% | 5.6% | -4.1% | 7.2% | 0.7% | 1.7% | 7.9% | 3.0%
Clc1ccc(-c2cc3ccccc3nc2N2CCCC2)cc1
    -23.6% | -11.0% | -6.5% | 1.9%[10 µM] | 25.7% | ? | -0.8% | 2.1%
CC(C)CSc1nnc(N)s1
    -9.1% | -4.0% | -18.2% | 2.2% | / | -3.3% | -3.4% | 0.3%
CC(C)(C)c1ccc(OC(=O)c2ccccc2)cc1
    ? | -18.8% | 3.3% | 5.9%[10 µM] | 60.1%[activator] | -14.1% | i | -0.2%

As entered above:
CCOc1ccc(N2C(=O)CC(Sc3nccc(C)n3)C2=O)cc1 (centres undefined) | TexasRed fluor: 0.4%
CC1CN(C(=O)c2ccc(COc3ccc4ccccc4c3)o2)CC(C)O1 (centres undefined) | HTT ATP protect: -4.3%[10 µM]
O=C(CN1CCC(C(=O)c2ccc(F)cc2)CC1)Nc1ccc(F)cc1 | RECQ1 helicase: -4.5%
CCC1(C)Cc2ccccc2-c2nc3n(c(=O)c21)CC(C(=O)O)S3 (centres undefined) | RECQ1 helicase: 7.9%

More results
Values in the order: Tau ThT inhib | Tau fluor cs | TRb-SRC2 inh | HTT ATP protect | L3MBTL1 inh | Tau fibril FP | RECQ1 helicase | TexasRed fluor
O=C(c1nn(Cc2ccccc2)c(=O)c2ccccc12)N1CCc2ccccc2C1
    -11.2% | -4.9% | -3.6% | -23.5% | -9.6% | 7.2% | -3.5% | -2.7%
CC(C)Oc1cccc(C(=O)NC(=S)Nc2ccccc2)c1
    -14.5% | -22.1% | 8.2% | / | -4.0% | -1.9% | i | -6.7%
Cc1cc(NS(=O)(=O)c2ccc(NC(=O)CSc3nnc(-c4ccco4)n3C)cc2)nc(C)n1
    7.1% | 6.8% | -4.1% | / | 3.2% | 3.2% | -7.1% | -1.4%
CC1CC(C)CN(C(=O)CN2CCN(Cc3ccc(Cl)cc3)C2=O)C1 (centres undefined)
    -12.0% | -5.1% | -11.3% | 2.6% | / | -1.3% | -2.1% | -0.4%
CC(=O)c1sc(NC(=O)COc2ccccc2)nc1C
    ? | -5.4% | 7.6% | -78.9%[inhibitor] | -15.8% | 1.4% | 0.8% | -0.3%
CCN(CC)S(=O)(=O)c1cc(C(=O)Nc2ccc(Cl)cn2)ccc1C
    -11.1% | -28.6% | 2.5% | -27.9%[10 µM] | / | -11.4% | i | -4.7%
CC(C(=O)Nc1cc([N+](=O)[O-])ccc1Cl)N1CCN(c2ccc(O)cc2)CC1 (centres undefined)
    ? | -25.4% | 5.2% | 16.3%[1.9 µM] | ? | 0.9% | -5.8% | 3.5%
CCOc1ncccc1C(=O)OCc1ccc(C(=O)OC)o1
    -9.4% | -12.7% | 3.7% | -2.6% | 8.6% | 0.6% | i | -12.8%
CCSc1nc2ccccc2n1C(=O)/C=C\c1ccc(OC)c(OC)c1
    10µM* | -17.5% | -2.3% | -0.5% | -2.5% | ? | -18.4% | -1.3%
Fc1ccc(-n2ncc3c(NC4CCCCCC4)ncnc32)cc1
    10.9% | -21.6% | 0.0% | / | / | -7.5% | / | 0.5%
Cn1c(SCc2ccccc2)nc2ccsc2c1=O
    -18.0% | -9.7% | 5.2% | -41.2%[inhibitor] | / | -6.7% | -10.7% | -2.7%
CCc1ccc(OCC(=O)NCCOc2ccccc2)cc1
    -20.4% | -21.1% | -12.3% | 11.6% | / | -3.1% | -6.1% | -1.4%
CCCC[n+]1ccn(-c2nc3ccccc3nc2[N-]S(=O)(=O)c2ccc(Br)cc2)c1
    -4.8% | -0.6% | -11.9% | 13.8%[10 µM] | 1.0% | 10.3% | 1.9% | -0.2%
CC(C)c1ccc(NC(=O)c2ccc(F)c(S(=O)(=O)N3CCc4ccccc43)c2)cc1
    ? | ? | 3.4% | / | / | ? | / | 1.1%
C[C@H](NC(=O)c1ccco1)C(=O)Nc1ccc(S(=O)(=O)N2CCCC2)cc1
    -5.5% | -6.9% | 1.2% | -11.7% | / | 0.1% | -10.7% | -1.3%
O=C(Nc1cc(S(=O)(=O)N2CCOCC2)ccc1N1CCCC1)C1CC1
    -15.5% | -7.3% | -10.3% | 11.1%[10 µM] | 4.3% | -2.1% | -4.8% | 0.7%

Some of the entries so far, with tabs:
smiles	Tau ThT inhib	Tau fluor cs	TRb-SRC2 inh	HTT ATP protect	L3MBTL1 inh	Tau fibril FP	RECQ1 helicase	TexasRed fluor
O=C(O)C1CCCCC1C(=O)NC1CCCCC1 (centres undefined)	1.1%	5.5%	-7.8%	40.9%	-1.9%	8.0%	-13.3%	-2.8%
Cc1onc(-c2c(F)cccc2Cl)c1C(=O)OCc1cnc(Cl)s1	-1.3%	-8.9%	1.0%	-14.8%	26.1%	2.2%	i	1.5%

An excerpt; rates above refer to the full screens.
